Bioassay records: PubChem, National Center for Advancing Translational Sciences (NCATS)
GALK inh: inhibitors of human galactokinase; P51570; Purified GALK, Kinase-Glo residual ATP luminescence; Potency, µM (series often up to 57.5 µM), for inactives: at the highest dose activity change, negative = inhibition, usual class: inhibitors; 270,000 compounds, 0.007% hits; further: potency means the concentration at half of the fitted maximal effect; on the % scale 0 is the no-effect control and ±100 the full control effect
Target sequence (P51570 whole entry, looked up): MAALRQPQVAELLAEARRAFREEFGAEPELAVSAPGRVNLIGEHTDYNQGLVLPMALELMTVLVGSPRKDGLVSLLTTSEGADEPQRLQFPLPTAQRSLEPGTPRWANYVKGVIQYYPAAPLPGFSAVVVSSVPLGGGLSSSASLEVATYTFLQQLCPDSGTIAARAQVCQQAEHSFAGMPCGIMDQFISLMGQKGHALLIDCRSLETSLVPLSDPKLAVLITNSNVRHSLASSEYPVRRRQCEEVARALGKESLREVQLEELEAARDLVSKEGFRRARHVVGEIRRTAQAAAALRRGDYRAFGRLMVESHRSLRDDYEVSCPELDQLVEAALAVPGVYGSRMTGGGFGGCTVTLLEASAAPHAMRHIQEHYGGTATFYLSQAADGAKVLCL
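Galactose (100 uM) and ATP (35 uM) were turned over by 5 nM GALK for 1 h at RT. Kinase-Glo Plus then converted the remaining ATP into a luminescent signal.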
USP2a block: USP2a (human) protease inhibition | O75604 | 330,000 compounds, 0.01% hits | USP2 core, Ub-CHOP2 coupled fluorogenic reporter, 485/531 | AID 463254 | Potency, µM (titrated, usually from 38.3 µM), for inactives: at the top dose activity change, negative = inhibition, hits mostly inhibitors;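 further: potency means the concentration at half of the fitted maximal effect; plate controls were DMSO wells for no effect and full inhibition by NEM control for full effect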
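USP2 core (10nM final) preincubated 30min RT with compound in 20mM Tris-HCl pH 8.0, 2mM CaCl2, 2mM beta-mercaptoethanol, 0.05% CHAPS; 25nM Ub-CHOP2 plus 25nM reporter substrate added, fluorescence (Ex485/Em531) read after 60min.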
Giardia kill: Giardia lamblia killing; Giardia lamblia trophozoite viability; activity change, % at 7.66 µM, hits read low; 340,000 compounds, 0.15% hits; in the data active means activity change below about -80%; inconclusive means between about -30% and that limit;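 further: parasites exposed to compound for two days anaerobically before the ATP read; on the % scale 0 is the no-effect control and ±100 the full control effect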
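Giardia trophozoites, 100 cells per well, were exposed to compounds for 48 hrs at 37 deg C under anaerobic conditions; viability was then read as ATP content by bioluminescence after 15-30 min at room temperature.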
KCNH2 WT inh: KCNH2 (human, wildtype) channel inhibition | U2OS, BacMam KCNH2, thallium flux FluxOr; active compounds read low | activity change, % at 1.84 µM | 340,000 compounds, 0.37% hits;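 active means maximum activity change below -70%; inconclusive means maximum activity change between -70% and -50%; inactive means maximum activity change above -50%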; further: on the % scale 0 is the no-effect control and ±100 the full control effect
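U2OS cells were transduced with wild-type KCNH2 virus (2.03 x 10^8 / mL) for 4 h at room temperature, then cultured overnight at 37 C. Thallium flux was read with FluxOr dye. Rate constants were normalized to DMSO controls.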
KCNH2 3.1 inh: inhibitors of human KCNH2 3.1 potassium channel isoform. 340,000 compounds, 0.95% hits. activity change, % (tested at about 1.8 µM). U2OS KCNH2 3.1, thallium flux FluxOr; active compounds read low. AID 720553;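 active means maximum activity change below -70%; inconclusive means maximum activity change from -70% to -50%; inactive means maximum activity change above -50%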;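 further: thallium influx rate constant from kinetic fluorescence after stimulation buffer; on the % scale 0 is the no-effect control and ±100 the full control effect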
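We transduce U2OS cells with the mutant 3.1 virus, culture them overnight, load FluxOr with Red40 quencher for 45 min, then add stimulation buffer and read kinetically for 2 min to derive a normalized rate constant.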
Coupling enz: coupling enzyme interference in Giardia aldolase counter-screen; activity change, negative = inhibition, % at 58.2 µM, hits read low; AID 2472; coupling enzyme system counterscreen, AmpLite Red fluorescence; 290,000 compounds, 0.67% hits; in the data active means activity change below about -30%; further: on the % scale 0 is the no-effect control and ±100 the full control effect
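Activity here indicates interference with the coupling reaction, not aldolase inhibition. Compounds at 57.5 uM final met coupling enzymes for 10 min at RT; substrate and AmpLite Red detection followed, with a 525/598 nm fluorescence read after 20 min.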
TRPV1 agonist: agonists of human vanilloid receptor 1 (TRPV1); 320,000 compounds, 0.19% hits; Q8NER1; TRPV1-expressing cells, Fluo-8 calcium influx, agonist mode; activation, % at 8.33 µM; in the data active means activation above about 80%; inconclusive means between about 30% and that limit; further: 0% is about no effect
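Fluo-8 calcium influx in TRPV1-expressing cells, kinetic read (ex 480/em 520 nm). Compound added and read 3 min for agonist activity, followed by capsaicin at EC20 final and 2 min further read for enhancement.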
B2AR arrestin: agonists driving beta-arrestin recruitment to human beta2-adrenergic receptor. 330,000 compounds, 0.02% hits. P07550. beta-arrestin recruitment to beta2AR, cell-based reporter. Potency, µM (top dose mostly 46.1 µM), for inactives: top-dose activation, usual class: activators;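 further: potency means the concentration at half of the fitted maximal effect; 0% = DMSO controls and full agonism = EC100 isoproterenol or metaproterenol; nearly all actives have a fitted effect of over 65% in size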
Menin-MLL TR inh: inhibitors of human menin-MLL interaction, mutant MLL peptide; Potency, µM (series often up to 61.6 µM), without a hit: at the highest dose FP activity change, negative = inhibition, usual class: inhibitors; Menin + Texas Red MLL mutant peptide, fluorescence polarization; 270,000 compounds, 0.23% hits; active means well fitted inhibition curve with a large enough effect in the polarisation, with a control signal flat, not every such curve was filed as active; inconclusive means small, poorly fitted or top-dose-only effect, or effect the other way, or a change in a side signal; inactive means no such curve, though single readings can be large or run the other way; the % refers to the polarisation; further: potency means the concentration at half of the fitted maximal effect; % of control where 0% means no effect; many of its hits are not listed in these tables
Target sequence (O00255 whole entry, looked up): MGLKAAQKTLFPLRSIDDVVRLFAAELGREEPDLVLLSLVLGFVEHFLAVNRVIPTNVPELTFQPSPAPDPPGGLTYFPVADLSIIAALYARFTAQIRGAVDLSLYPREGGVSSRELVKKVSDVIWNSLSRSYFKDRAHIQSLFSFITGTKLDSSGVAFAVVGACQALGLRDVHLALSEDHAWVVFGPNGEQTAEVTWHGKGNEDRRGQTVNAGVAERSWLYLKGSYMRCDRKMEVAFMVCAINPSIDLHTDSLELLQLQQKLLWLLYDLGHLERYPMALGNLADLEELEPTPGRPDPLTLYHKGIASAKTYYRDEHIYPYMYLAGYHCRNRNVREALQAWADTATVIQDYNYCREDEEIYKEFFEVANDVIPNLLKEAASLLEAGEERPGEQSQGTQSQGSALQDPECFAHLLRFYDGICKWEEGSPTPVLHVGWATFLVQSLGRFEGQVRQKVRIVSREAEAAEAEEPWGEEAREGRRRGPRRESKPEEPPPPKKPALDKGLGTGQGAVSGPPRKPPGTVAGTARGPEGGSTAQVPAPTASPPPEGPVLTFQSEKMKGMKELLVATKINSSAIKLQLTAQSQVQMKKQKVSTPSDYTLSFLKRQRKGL
CXXC DNA block: MLL CXXC-DNA interaction inhibition | 290,000 compounds, 0.037% hits | Potency, µM (series often up to 115 µM), inactives show top-dose activity change, negative = inhibition, actives largely listed as inhibitors | Q03164 | MLL-CXXC / FITC-HOXA9 DNA fluorescence polarization; active means well fitted inhibition curve with a large enough effect in the polarisation, with a control signal flat, not every such curve was filed as active; inconclusive means small, poorly fitted or top-dose-only effect, or effect the other way, or a change in a side signal; inactive means no such curve, though single readings can be large or run the other way; the % refers to the polarisation; further: potency means the concentration at half of the fitted maximal effect
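Fluorescence polarization: 7 uM MLL-CXXC (stock) preincubated 5 min with compounds, then 50 nM fluorescein-HOX-A9 DNA (stock) added; 30 min ambient. Buffer 50 mM Tris-HCl pH 7.5, 50 mM NaCl, 1 mM DTT, 0.05% BSA.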
PKM2 act: increases activity of human pyruvate kinase M2; P14618; purified PKM2, Kinase-Glo ATP luminescence, activation; response scale: 0% is enzyme alone, no compound; Potency, µM (highest dose often 57.5 µM), for the others: at the top dose activation, actives largely listed as activators; 260,000 compounds, 0.34% hits; AID 1631; further: potency means the concentration at half of the fitted maximal effect; on the % scale 0 is the no-effect control and ±100 the full control effect; nearly all actives have a fitted effect of over 55% in size
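hPK-M2, >95% pure; 0.1 mM ADP / 0.5 mM PEP final; imidazole pH7.2 buffer w/ 7 mM MgCl2, 50 mM KCl; 1 h RT; Kinase-Glo lum. Intermediate enzyme activity for dual inhibitor/activator qHTS.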
Active calls of the source: *; ? = inconclusive; . = not tested or not shown; & = joins results of further samples; [ ] = remark or other dose. Unless noted, the call rests on the fitted dose curve; in most records, active means well fitted curve in the direction sought with a large enough effect; inconclusive means small, poorly fitted or top-dose-only effect, or another doubt; inactive means no such curve, though single readings can be large; an effect the other way counts as inactive or inconclusive. These rows are one share of the data. The share of hits here may be higher or lower than overall.

canonical_smiles,KCNH2 WT inh,PKM2 act,Giardia kill,KCNH2 3.1 inh,USP2a block,B2AR arrestin,CXXC DNA block,GALK inh,Menin-MLL TR inh,TRPV1 agonist,Coupling enz
CCc1ccc(-n2c(=S)sc3c(=O)n(-c4ccccc4)c(SCC(=O)O)nc32)cc1,4,.,9,8,-1%,-1.1%,31%[activator],.,?,-8,5
CN1CCCN(Cc2ccc(Cl)cc2Cl)CC1,9,10%,-11,-8,3%,-0.1%,-3%,-2%,-9%,1,1
CCOC(=O)c1nnn(CC(=O)N2N=C(c3ccc(Cl)cc3)CC2c2ccccc2)c1C(=O)OCC (stereo not given),-12,-1%,19,-71*,1%,-0.2%,0%,-3%,5%,-2,-2
COc1ccc(CN2CCC(CO)(Cc3cccc(C(F)(F)F)c3)CC2)cc1Cn1cccn1,-26,-3%,-9,-84*,0%,-0.4%,20%,3%,?,11,5
O=C1Nc2ccc(S(=O)(=O)N3CCCC3C(=O)O)c3cccc1c23 (stereo not given),-6,-11%,15,-44,-1%,0.2%,-6%,-1%,-4%,2,-6
CN(C)c1nc(Oc2ccc(=O)n(C)n2)nc(N2CCOCC2)n1,-13,12%,-10,5,1%,0.1%,1%,2%,3%,-1,-1
CC[C@]12c3[nH]c4ccccc4c3CCN1C(=O)C(CC(=O)NCCCn1ccnc1)C[C@@H]2C(=O)N1CCN(C(=O)c2ccco2)CC1 (stereo not given in full),-7,.,-13,3,-1%,-0.9%,.,.,.,.,.
COc1cc(NC(=O)C2CCCN2S(=O)(=O)c2ccc3c(c2)CCC(=O)N3)cc(OC)c1 (stereo not given),-2,1%,?,3,0%,-0.3%,11%,2%,2%[11.7 µM],.,-1
O=c1oc(-c2ccc([N+](=O)[O-])cc2)nc2ccccc12,-2,-10%,-9,22,5%,0.0%,-7%,2%,?,-5,0
Cc1ccc(C)c(NC(=S)N(C)CCc2ccccn2)c1,-4,1%,-19,-1,2%,-1.1%,-4%,2%,0%,-2,2
O=C(CCc1ccc(S(=O)(=O)NCCc2ccccc2)cc1)NCc1ccco1,-16,15%,1,-2,3%,0.1%,-9%,0%,11%,-3,3
O=C(Nc1ccccc1)c1ccc(=O)n(Cc2ccc(F)c(F)c2)c1,3,1%,-12,0,2%,0.2%,-1%,-2%,13%,13,-1
CCc1cc(=O)[nH]c(SC/C=C/c2ccccc2)n1,-11,.,-18,-11,-2%,0.3%,-4%,-1%,2%,-2,-3
N#Cc1c(N)c(C(=O)c2ccccc2)n2c1CCC2,12,3%,-1,12,-1%,-0.1%,-1%,0%,-16%,-2,4
COC(=O)[C@H](CC(C)C)NC(=O)NC1CCCc2ccccc21 (stereo not given in full),2,-1%,-6,17,3%,-0.3%,4%,0%,-9%,4,0
CCN(CC)C(=O)c1cn(CCC#N)nc1-c1ccc(F)cc1,-7,-12%,24,1,-1%,0.3%,0%,0%,0%,-4,1
CCOC(=O)c1c(Nc2nc(C)c(C(=O)NC)s2)sc(C)c1C,-10,3%,0,7,1%,-0.4%,13%,-2%,0%,13,1
COc1ccc2cc(C(=O)C3CCCN(C(=O)c4ccnn4C)C3)ccc2c1 (stereo not given),3,-2%,-1,4,1%,-0.4%,0%,4%,.,6,-2
O=C(CN1C(=O)C2CC=CCC2C1=O)Nc1ccc(S(=O)(=O)Nc2nccs2)cc1 (stereo not given),2,-3%,-25,-13,8%,-0.1%,-10%,1%,.,1,3
COc1ccc(S(=O)(=O)NC2(C(F)(F)F)NC(=O)N(CCc3ccccc3)C2=O)cc1 (stereo not given),-2,.,-14,-14,2%,-0.8%,0%,0%,.,1,5
CCCc1cc(C(=O)Nc2ccc(C(=O)c3ccc(C)cc3)cc2)n(C)n1,19,5%,2,3,1%,0.2%,9%,-3%,.,?,.
Cc1cccc(N2CCN(C(=O)c3cc(=O)[nH]c4ccccc34)CC2)c1C,-3,1%,4,-9,1%,-0.1%,-7%,9%,-2%,1,1
Cc1cc(C)n2nc(C(=O)OCC(=O)c3c[nH]c4ccccc34)nc2n1,-14,.,1,1,0%,-0.1%,14%,-8%,14%,0,2
Cn1c(CCN2CCOCC2)nc2cc(NC(=O)COc3ccccc3)ccc21,-7,-2%,-4,-10,0%,0.0%,-10%,-1%,-3%,3,0
CCOc1ccc2nc(SC3CC(=O)N(c4ccc(OC)cc4OC)C3=O)sc2c1 (stereo not given),-14,2%,-27,1,-1%,0.1%,10%,13%,12%,2,-2
Brc1cnc(N2CCCC2)nc1N1CCCCC1,3,23%,-25,6,2%,-0.4%,-11%,2%,0%[11.7 µM],.,-2
COc1ccc(CN(CC(=O)NC2CCCC2)C(=O)c2csnn2)cc1,2,-2%,-12,-3,-1%,0.0%,4%,0%,1%,17,4
CCN(CC)C(=O)c1cccc(C)c1,-2,.,12,14,0%,-0.1%,2%,.,-17%,-3,-1
CC(CN1CCN(C/C=C/c2ccccc2)CC1)c1ccccc1 (stereo not given),25,0%,-19,-10,-2%,-0.3%,4%,-3%,-13%,0,1
O=C(CNC(=O)OCc1ccccc1)NC1CCCCNC1=O (stereo not given),-6,.,9,5,2%,-1.2%,2%,2%,-16%,0,1
CN(C)S(=O)(=O)c1cccc(N=c2scc(-c3ccc4c(c3)NC(=O)CO4)n2CC2CCCO2)c1 (stereo not given),-5,2%,-9,-15,1%,0.1%,4%,1%,.,-1,-1
CCCCCCCCCCC[C@@H](C[C@@H]1OC(=O)[C@H]1CCCCCC)OC(=O)[C@H](CC(C)C)NC=O,5,3%,14,6,15%,-0.7%,3%,-1%,?,0,-10&-1
CC(C)(C)c1cc(-c2ccccc2)no1,2,-5%,-3,2,2%,-0.7%,-1%,2%,.,-1,1
Cc1nnc(SCC2CCCO2)n1-c1ccccc1 (stereo not given),6,-1%,-10,-16,-1%,-1.1%,2%,0%,-1%,-2,2
C=CCNC(=O)c1c(Br)cnn1-c1ccc(C)cc1,14,7%,23,9,-3%,0.2%,-5%,2%,-17%,9,3
COc1ccccc1NC(=O)COC(=O)CCC(=O)c1cccs1,0,.,7,15,-2%,0.1%,.,.,.,-3,.
COc1cc(Cl)c(C)cc1NC(=O)CSCC#N,9,-5%,-2,6,-4%,-0.8%,-7%,-3%,13%,1,1
Cc1cc(NC(=O)c2ccc(Cl)cc2)n(-c2ccccc2)n1,-7,.,18,-4,-1%,-0.4%,9%,9%,?,5,0
Cc1ccc(OCc2cc(C(=O)NCCc3cccnc3)no2)cc1C,-3,.,44[activator],8,3%,0.4%,2%,4%,.,?,.
CCOC(=O)N1CCN(S(=O)(=O)c2ccc(C(=O)N(CCCN(C)C)c3nc4ccc(CC)cc4s3)cc2)CC1,6,5%,-19,0,1%,0.4%,-5%,-4%,-8%,-5,2
CCOc1ccccc1NC(=O)CSc1nnc(Cc2ccc(OC)cc2)c(=O)n1N,15,.,-3,-12,1%,-0.2%,.,.,.,-1,.
COc1ccc(S(=O)(=O)Nc2ccc3c(c2)C(=O)N([C@@H](C)CO)C[C@H](C)[C@H](CN(C)CC2CC2)O3)cc1,1,.,-6,-1,1%,-0.3%,.,.,.,.,.
CC(=O)Nc1ccc(-c2ccnc(-c3ccc(NC(C)=O)cc3)n2)cc1,-31,8%,-27,3,-3%,-0.3%,15%,-1%,?,-4,4
CN(CC(O)COCc1cccs1)C1CCCCC1 (stereo not given),33,-1%,4,-5,-1%,0.1%,3%,0%,5%,-1,2
O=C(O)C1CCCN1C(=O)Nc1ccc(F)cc1 (stereo not given),-7,-21%,-10,-6,0%,-0.3%,-1%,1%,-5%,0,0
NS(=O)(=O)c1ccc(NC(=S)Nc2ccc(F)c(F)c2)cc1,-1,-3%,5,-1,1%,-0.8%,10%,0%,8%,-2,0
COC(=O)c1cc(S(=O)(=O)N2CCCC2)c(Cl)cc1Cl,21,2%,-4,-2,2%,-1.1%,-1%,.,0%,2,2
COc1ccc(-c2nc3cnccn3c2NCc2ccccc2)cc1SC1CCCCC1,4,.,25,1,-7%,-0.7%,.,.,.,?,.
O=C(NC1CCN(Cc2ccccc2)CC1)c1cccc(S(=O)(=O)Nc2ccc(F)cc2)c1,4,.,28,-38,2%,2.3%,.,.,.,24,.
CN(C)c1ccc(-c2nn3c(-c4ccccc4Cl)nnc3s2)cc1,7,1%,0,15,2%,-0.2%,7%,.,5%,4,-1
